FECH block: inhibitors of human ferrochelatase, primary screen, biochemical, purified FECH, Ni-mesoporphyrin absorbance | Ferrochelatase, mitochondrial (Homo sapiens), P22830 | Ni-mesoporphyrin absorbance 550 nm | 3.3% of 20,000 active | calls only at 10 µM (by protocol);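 active = enzyme reaction rate more than 3 SD below the solvent-only control wells on the same plate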;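 also: lower slope than DMSO wells means FECH inhibition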
Target sequence (P22830 whole entry, looked up): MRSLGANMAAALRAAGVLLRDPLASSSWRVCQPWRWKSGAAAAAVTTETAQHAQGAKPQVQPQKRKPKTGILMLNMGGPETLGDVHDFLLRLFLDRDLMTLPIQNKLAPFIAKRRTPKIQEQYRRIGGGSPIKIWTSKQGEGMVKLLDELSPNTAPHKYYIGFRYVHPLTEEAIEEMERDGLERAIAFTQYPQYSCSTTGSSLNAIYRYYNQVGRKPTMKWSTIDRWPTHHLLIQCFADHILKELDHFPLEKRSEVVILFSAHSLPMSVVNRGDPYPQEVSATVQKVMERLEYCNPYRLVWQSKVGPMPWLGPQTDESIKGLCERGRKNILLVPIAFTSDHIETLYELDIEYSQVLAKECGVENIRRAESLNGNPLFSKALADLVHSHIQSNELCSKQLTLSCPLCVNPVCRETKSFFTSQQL
Calls only; i = inactive; + = active, no number. A portion of the library; the hit share may differ from the screen's.

SMILES	FECH block
O=C(NCCCN1CCCc2ccccc21)c1cn(-c2ccccc2)nn1	i
Cc1ccc(NC(=O)C(C)C)c(C(=O)NC2CCN(Cc3cccnc3)CC2)c1	i
O=C1CCS(=O)(=O)N1c1ccc(S(=O)(=O)NCCCn2ccnc2)cc1	i
Cc1noc(C)c1CCNC(=O)c1ccc(CN2C(=O)CCn3nc(-c4ccccc4)cc32)cc1	i
CN(Cc1cnc2c(-c3ccccc3)cnn2c1)Cc1noc2c1CCCC2	i
COc1cccc(-n2cc(CNC3CCN(C(=O)C(C)C)CC3)cn2)c1	i
Cc1ccc(NC(=O)Nc2c(C)nc3nc[nH]n3c2=O)cc1F	i
O=c1c2cccc(F)c2ncn1CC1CCCCO1 (stereo not given)	i
Cc1ccc(F)c(NC(=O)CN(Cc2ccccn2)CC2CCCO2)c1 (stereo not given)	i
O=C1CC(c2ccncc2Cl)c2cnn(Cc3ccco3)c2N1 (stereo not given)	i
COc1ccc(F)c(-c2ccnc(CO)c2)c1	i
CCC(=O)Nc1nc2cc(NC(=O)C3CCN(S(=O)(=O)N4CCOCC4)CC3)ccc2s1	i
Cc1ccc(NC(=O)C2CCCN2C(=O)c2ccc(-c3noc(C)n3)cc2)c(C)c1 (stereo not given)	i
CN(Cc1cnc2ccccc2n1)c1nccc(CCC(F)(F)F)n1	i
CCc1nc2cccnc2n1C1CCN(S(=O)(=O)c2ccc3c(c2)CCCC3)CC1	i
CCCc1c(C)nc2ncnn2c1Sc1ccc(NC(=O)Nc2ccc(Br)cc2)cc1	i
O=c1c(NCc2ccco2)c(-c2ccc3c(c2)CCCC3)c1=O	i
CCc1ccc(S(=O)(=O)N2CCN(c3nc(C)cc(N4CCCC4)n3)CC2)cc1	i
CCN(CCc1ccncc1)S(=O)(=O)c1ccc(N2C(=O)CCS2(=O)=O)cc1	i
COc1cccc(C2c3nc[nH]c3CCN2Cc2ccnc3ccccc23)c1 (stereo not given)	i
CCc1ccc(C2=C(C)C(=O)N(CC(=O)NCc3cccs3)S2(=O)=O)cc1	i
CN(Cc1ccccc1)c1ncccc1CNC(=O)[C@H]1CCCN1	i
Cc1cnccc1N1CCCN(Cc2cc(C#CCO)cs2)CC1	i
O=C(CCC(=O)N1CCc2cc(S(=O)(=O)NCc3cccs3)ccc21)N1CCOCC1	i
CCn1ncnc1C1CC(=O)Nc2cc3c(cc21)N(C)C(=O)CO3 (stereo not given)	i
CC(C)CN(CC(C)C)c1ncc(NS(=O)(=O)c2ccc(Br)cc2)cc1C(=O)O	i
CCc1cc(Sc2ccccc2NC(=O)c2ccco2)n2ncnc2n1	i
Cc1ccc(Nc2nc(N3CCC(C)CC3)nc3c2cnn3-c2ccccc2)cc1	i
CCCCN(Cc1nc2nc(C)cc(C)n2n1)S(=O)(=O)c1ccccc1	i
COCCCN1C(=O)c2c(NC(C)=O)c3cc(OC)ccc3n2CC1(C)C(=O)NC1CCCCC1 (stereo not given)	i
O=C(Nc1ccc(F)cc1)N1CC[C@H]2CC[C@@H](C1)N2	i
CCCn1ccnc1CN1CCCC(O)(CN(C)C)CC1 (stereo not given)	i
CCOC(=O)c1ccc(Cn2ccnc2-c2ccccc2OC)o1	i
CCCCCN(c1nc2nc(C)cc(C)n2n1)S(=O)(=O)c1ccc(Cl)cc1	i
CCn1ncnc1C(C)NC(=O)c1csc2nc(-c3ccccc3F)cn12 (stereo not given)	i
CCOC(=O)N1CCC(NCc2noc(-c3ccco3)n2)CC1	i
CCN(CC)C(=O)N(CC1=CCCN(C)C1)C[C@@H]1CCC(=O)N1	i
O=C(c1c(F)cccc1Cl)N1CCN(S(=O)(=O)c2cc3c4c(c2)CCN4C(=O)CC3)CC1	i
CCc1ccc(-n2c(CN3CCN(S(=O)(=O)c4ccc(CC)cc4)CC3)nc3cccnc32)cc1	+
O=C(c1conc1-c1ccccc1)N1CC(c2cccnc2)C1	i
Cc1ccc2[nH]cc(CN(C)Cc3ncccc3C)c2c1	i
COc1ccc2[nH]c(=O)c(CN(C)Cc3cn(C)nc3C)cc2c1	i
COCCCNC(=O)Cn1c(=O)n(CC2CCC(C(=O)NC(C)C)CC2)c(=O)c2sccc21 (stereo not given)	i
Cc1nc(C(C)C)ncc1C(=O)N1CCNCC1C(=O)NC1CC1 (stereo not given)	i
CCn1nc(C)c(CCNC(=O)c2ccc(CN3C(=O)CCn4nccc43)cc2)c1C	i
CCOC(=O)N1CCC(N2CCN(c3nc4cc(C)ccc4o3)CC2)CC1	i
Cc1ccc(C(N)=O)c(N2CCC(O)(CO)CC2)n1	i
COc1ccc(C)cc1S(=O)(=O)N1CCN(c2nc(C)cc(N3CCCCC3)n2)CC1	i
CCOCCCNc1nc(Nc2ccc(C)cc2)c2cnn(-c3ccccc3)c2n1	i
COc1ccc2nc(NC(=O)CCCc3nc4cccnc4n3Cc3ccc(F)cc3)sc2c1	i
O=C1CCC(=O)N1c1nc2n(n1)C(c1ccc(F)cc1)C=C(c1ccc(Cl)cc1)N2 (stereo not given)	i
Cc1ccsc1S(=O)(=O)NC(CC(C)C)c1nnc2n1CCNCC2 (stereo not given)	i
CCCCCNC(=O)C1CCC(Cn2c(=O)c3sccc3n(CC(=O)N3CCCC3)c2=O)CC1 (stereo not given)	i
Cc1ccc(CN(C)C(=O)c2cc(Cn3ccc4ccccc43)[nH]n2)s1	i
O=C1c2cccnc2CN1c1ccc2[nH]ncc2c1	i
CCOc1ccccc1-c1cncc2ccccc12	i
Cn1c(=O)c(C(=O)Nc2ccc(Oc3ccc(Cl)cc3)cc2)nc2ccccc21	+
CCc1cc(Sc2ccc(NC(=O)C(C)(C)C)cc2)n2ncnc2n1	i
Cc1cc(Sc2ccc(NC(=O)Nc3ccccc3F)cc2)n2ncnc2n1	i
Cc1ccccc1-c1cc(N2CCN(S(=O)(=O)c3ccc(F)cc3)CC2)ncn1	i

Further compounds:
SMILES	FECH block
CN1CCCN(CC(=O)NCCN2N=C(c3ccccc3)CCC2=O)CC1	i
Cc1ccc(Nc2cc(C)nc(Nc3ccc(NC(=O)Cc4ccccc4)cc3)n2)cc1	i
CCCc1[nH]ncc1C(=O)N1CCOC(CCCC(C)C)C1 (stereo not given)	i
CN1CC2(CCCN(C(=O)c3ccc(N(C)C)c4ccccc34)CC2)OC1=O (stereo not given)	i
CCc1ccccc1OCCN(C)C(=O)c1ccc2nccn2c1	i
COc1cccc(NS(=O)(=O)c2cc(N3C(=O)CCS3(=O)=O)ccc2OC)c1	i
COc1cccc(C(=O)Nc2nc3n(n2)C(c2ccccc2Cl)C=C(c2ccc(Cl)cc2)N3)c1 (stereo not given)	i
Cc1noc(C)c1CCCNC(=O)c1ccc(-c2ccccc2CO)nc1	i
COc1cc(C)c(-n2cnc3ccccc32)cc1C	i
CCOc1ccc(S(=O)(=O)NCc2nc3cccnc3n2Cc2ccc(F)cc2)cc1	i
CSc1nc(NCc2ccc3c(c2)OCO3)c(C#N)c(-c2ccc(C)cc2)n1	i
COc1ccc(C(=O)Nc2ccc(Nc3nc(C)cc(Nc4ccccc4)n3)cc2)cc1	i
Cc1nc(CCN(C)C(=O)c2cccc(NCc3ccc(C)s3)c2)no1	i
O=S(=O)(c1ccc(Br)cc1)N1CCC(n2c(-c3ccccc3)nc3cccnc32)CC1	i
CCCn1cnnc1CNC(=O)COc1c(C)ccc(C)c1C	i
CC(=O)Nc1ccc(S(=O)(=O)NCc2nc3cccnc3n2C2CC2)cc1	i
Cc1cc(C)c(S(=O)(=O)NCc2nc3cccnc3n2C2CCCC2)cc1C	i
O=C(O)c1cccc(-c2n[nH]c3ccccc23)c1	i
Cc1ccc(CN2CCN(Cc3cnc(C)[nH]3)CC2=O)cc1	i
CCOc1cc(CNC(=O)c2ccc(CN3C(=O)CCn4nccc43)cc2)ccc1OC	i
COc1ccc2n[nH]c(CN3CCN(S(=O)(=O)c4ccccc4)CC3)c2c1	i
Cc1cc(N2CCOCC2)nc(N2CCN(S(=O)(=O)c3ccc(-c4ccccc4)cc3)CC2)n1	i
Cc1ncsc1-c1ccn(CC(=O)Nc2ccnn2C2CCCCC2)n1	i
COCCN(Cc1cnn(C)c1)C(=O)c1cnc(C)cn1	i
COc1ccc(NC(=O)CCc2c(C)n(C)c3cc(-c4ccccc4OC)nn3c2=O)cc1	i
CCN(CC)C(=O)[C@@H]1C[C@@H](N)CN1S(=O)(=O)c1cccnc1	i
Cc1cc(C(=O)NC(C(=O)O)c2c(C)n[nH]c2C)sc1-c1ccccc1 (stereo not given)	i
COc1ccc(Nc2nc(NCC(C)C)nc3c2cnn3-c2ccccc2)cc1	i
Cc1cccc(CN(C(=O)c2sc(C)nc2C)C(C)C)c1	i
Cc1cc(C)cc(-n2c(CN3CCN(S(=O)(=O)c4ccc5c(c4)CCCC5)CC3)nc3cccnc32)c1	i
COc1ccc(OCc2nc(C(=O)N3CC4(C)CN(C)CC(C)(C3)C4)co2)cc1	+
CCCn1c(CNS(=O)(=O)c2ccc3c(c2)CCCC3)nc2cccnc21	i
CCS(=O)(=O)N1CCC2(CCCN(Cc3cc(OC)ccc3F)C2)C1 (stereo not given)	i
Cc1nc2nc[nH]n2c(=O)c1NC(=O)NCc1ccc(F)cc1	i
O=S1(=O)CCC(Cn2cc(-c3ccnc4ccccc34)nn2)C1 (stereo not given)	i
CNC(=O)C1CCC(Cn2c(=O)c3sccc3n(CC(=O)N3CCCCCC3)c2=O)CC1 (stereo not given)	i
CCN(CCn1cccn1)C(=O)c1ccc(Cl)s1	i
Cc1ccc(Nc2nc(NC3CCCCCC3)nc3c2cnn3-c2ccccc2)cc1	i
Cc1ccc(S(=O)(=O)N2CCC3(CCCN(Cc4cccnc4)C3=O)C2)cc1 (stereo not given)	i
CC(C)Cc1cc(C(=O)N2CCCC2c2nc(-c3ccccc3)no2)no1 (stereo not given)	i
CCSc1nc(CC(=O)NCCc2nc3ccccc3c(=O)[nH]2)cs1	i
O=C(O)c1ccccc1C1CCN(c2ncnc3c2CCC3)C1 (stereo not given)	i
CCCc1ccc(S(=O)(=O)N2CCN(Cc3nc4cccnc4n3-c3ccc(C)cc3)CC2)cc1	i
Cc1ccccc1-n1cnnc1Cn1nc(C)c(C)c1C	i
CCOc1ccc(C(=O)NC2CC(=O)N(c3cccc(F)c3)C2)cc1OCC (stereo not given)	i
O=C1c2cccnc2CN1CCC(c1ccccc1)c1ccco1 (stereo not given)	i
CCC(CC)n1ncc(C)c1NC(=O)c1cc(Cl)ccc1C	i
Cc1ccc(N2CCCS2(=O)=O)cc1NC(=O)c1ccc(OC(C)C)cc1	i
O=C(Nc1cc(F)ccc1F)N1CCN(Cc2nc3cccnc3n2-c2cccc(F)c2)CC1	i
CN(CCc1ccccn1)c1ncccc1CNC(=O)c1cnn2cccnc12	i
CC(C)Oc1ccc(C(=O)Nc2ccc(Cl)c(N3CCCS3(=O)=O)c2)cc1	i
Cn1cc(C2c3nc[nH]c3CCN2Cc2cccc3cccnc23)cn1 (stereo not given)	i
COc1ccc(S(=O)(=O)[C@H]2CS(=O)(=O)C[C@@H]2NCCc2ccc(S(N)(=O)=O)cc2)cc1	i
CCOc1ccc(N(Cc2nc3nc(C)cc(C)n3n2)S(=O)(=O)c2ccc(C)cc2)cc1	i
Cc1cc(=O)[nH]c(NCCNCC(=O)NC2CCCCCCC2)n1	i
Cc1ccn2c(=O)cc(COc3cccc(NC(=O)c4ccccc4C)c3)nc2c1	i
CCSCCN(C(=O)c1ccn[nH]1)C1CCCCC1	i
Cc1ccc(C2=CC(c3ccc(F)cc3)n3nc(NC(=O)c4ccccc4)nc3N2)cc1 (stereo not given)	i
Cc1ccccc1C1(O)CCN(C(=O)c2cn[nH]n2)C1 (stereo not given)	i
Cn1c(=O)n(CC(=O)NCc2ccccc2Cl)c(=O)c2cnc(-c3ccccc3)nc21	i

(listing goes on)
SMILES	FECH block
COc1ccc(NC(=O)c2cc(-c3ccc(OC)c(S(N)(=O)=O)c3)n[nH]2)cc1	i
Clc1ccc(Nc2nc(NCc3ccccc3)nc3c2cnn3-c2ccccc2)cc1	i
COc1ccc(-c2nc(Cn3c(=O)c4cnc(-c5cccs5)nc4n(C)c3=O)c(C)o2)cc1OC	i
COC(=O)c1ccccc1NC(=O)NCCc1nc2cccnc2n1Cc1ccc(C)cc1	i
CCOc1ncccc1C(=O)N1CCCC(N2CCC(CO)CC2)C1 (stereo not given)	i
C=Cn1cc(CN2CCCC(CNC(=O)c3ccncc3C)C2)cn1 (stereo not given)	i
CCc1cccc(NC(=O)CCC(=O)NCc2ncc[nH]2)c1	i
